DAGLB inh: diacylglycerol lipase beta (human) inhibition. Q8NCG7. HEK293T DAGLB membrane lysate, EnzChek fluorogenic substrate. inhibition, % at 5.17 µM. 340,000 tested, 0.059% active. AID 504411; in the data active = inhibition above about 34%;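 note: 0% = enzyme with vehicle and 100% = wells lacking enzyme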
RTF Ca sens inh: cardiac RTF calcium desensitization | P19429+P45379 | IANBD-labeled cardiac RTF, Ca2+ fluorescence | inhibition, % at 7.15 µM | 340,000 tested, 0.12% active | AID 493244;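 active = inhibition above the mean inhibition of all tested compounds plus 3 SD, cut at about 17% in these data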;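 note: assay run at fixed EC70 calcium of 1.6 mM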
NSD2 HMT inh: blocks human histone methyltransferase NSD2. NSD2 peptide methylation, AlphaScreen, 120 min. 310,000 tested, 0.54% active. inhibition, % at 12.5 µM. O96028; in the data active = inhibition above about 50%
Keap1 Nrf2 FP: disrupts human Keap1 binding to Nrf2 peptide; Q14145; Keap1 Kelch-Nrf2 peptide fluorescence polarization, 1536-well; inhibition, % at 9.4 µM; 340,000 tested, 0.15% active; AID 504523; in the data active = inhibition above about 12%;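 note: human Keap1 Kelch domain with fluorescein labeled Nrf2 9mer peptide probe; 0% = neutral control wells and 100% = peptide positive control; higher means more block of Keap1 binding to Nrf2 peptide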
SR-BI DiI-HDL act: SR-BI HDL lipid transfer activation; CHO ldlA[mSR-BI] cells, DiI-HDL uptake fluorescence, 3 h; 100 = double the neutral-control signal; activation, % at 12.5 µM; 320,000 tested, 0.096% active;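 active = mean replicate activation of at least 60% and every replicate at or above 60%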;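 note: 0% = median plate neutral-control signal and 100% = twice that signal; values of inactives mirror those of a sister screen read the other way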
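System: LDL receptor-deficient CHO ldlA cells overexpressing murine SR-BI | Timing: 3 h uptake period with compound, 37 °C | Medium: HEPES-buffered (25 mM, pH 7.4) F12 plus 0.5% BSA | Dosing: Single-point compound dose | Signal: Bottom-read fluorescence, 550/595 nm | Read-out: Retained DiI signal reflecting DiI-HDL uptake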
Arr AP2 block: blocks beta-arrestin peptide binding to AP2 adaptin; FITC-arrestin peptide / GST-AP2 beads, flow cytometry; AP2 beta2 appendage carries R879A mutation; inhibition, % at 10 µM; 340,000 tested, 0.31% active; AID 504490;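 active = inhibition above a set limit, near 3 SD of compounds lacking own fluorescence, cut at about 54% in these data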;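 note: plate controls were DMSO wells for no effect and 5 µM unlabelled arrestin peptide for full effect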
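Test system: GST-tagged AP2 beta2-adaptin appendage (R879A) on 4 µm glutathione beads; also added: fluorescein-tagged arrestin peptide at 50 nM final; timing: 12 min plus 1 h, RT; signal: flow cytometry, FL1 (488/535 nm); read-out: percent drop in bead-associated FITC signal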
PvdQ inh: blocks Pseudomonas aeruginosa PvdQ acylase activity; purified PvdQ acylase, fluorescence plate reader; inhibition, % at 10 µM; 340,000 tested, 0.063% active; in the data active = inhibition above about 30%, passing the limit was not always enough;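 note: 0% = vehicle neutral wells and 100% = reference inhibitor wells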
C-LANA FP: inhibitors of KSHV LANA C-terminal domain DNA binding. MBP-C-LANA/FAM-LBS DNA binding, fluorescence polarization. inhibition, % at 9 µM. 340,000 tested, 0.078% active. AID 504423;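 active = highest replicate inhibition at or above 60% at 9 µM, even if other replicates fall short; inactive = all replicates below 60% inhibition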;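 note: 0% = neutral control wells and 100% = 4 µM acridine orange control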
PKA-R2B act: activators of human PKA-R2B complex; P22694+P31323; PKA-R2B holoenzyme dissociation, Cy5-IP20 fluorescence polarization; R2B truncated from residue 108, S112A mutant; 0% DMSO only, 100% 113 µM cGMP; activation, % at 11.4 µM; 340,000 tested, 0.079% active;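 active = activation above a cutoff set at the mean over all compounds plus 3 SD, cut at about 18% in these data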;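 note: higher means more holoenzyme dissociation and a rise in polarization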
Target sequence (P31323 whole entry, looked up, other chains not shown, the tested form may be a part): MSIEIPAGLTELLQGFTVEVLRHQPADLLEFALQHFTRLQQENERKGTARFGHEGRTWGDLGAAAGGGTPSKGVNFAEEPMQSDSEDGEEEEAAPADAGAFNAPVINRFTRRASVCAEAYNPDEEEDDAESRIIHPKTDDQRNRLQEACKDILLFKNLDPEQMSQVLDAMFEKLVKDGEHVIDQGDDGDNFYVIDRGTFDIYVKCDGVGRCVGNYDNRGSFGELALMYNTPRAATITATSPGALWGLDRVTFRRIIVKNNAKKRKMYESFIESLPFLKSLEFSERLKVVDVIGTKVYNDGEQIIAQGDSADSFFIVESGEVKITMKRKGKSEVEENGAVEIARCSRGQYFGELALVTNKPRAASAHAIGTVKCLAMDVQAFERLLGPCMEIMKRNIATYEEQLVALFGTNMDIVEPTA
SR-BI HDL uptake: blocks mouse SR-BI lipid uptake from DiI-HDL. Q61009. 320,000 tested, 0.96% active. inhibition, % at 12.5 µM. ldlA[mSR-BI] CHO cells, DiI-HDL uptake fluorescence, 3 h;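 active = mean replicate inhibition of at least 70% and a set share of replicates each scoring 70 or more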;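 note: 0% = median of neutral control wells and 100% = median of positive control wells; values of inactives mirror those of a sister screen read the other way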
Target sequence (Q61009 whole entry, looked up): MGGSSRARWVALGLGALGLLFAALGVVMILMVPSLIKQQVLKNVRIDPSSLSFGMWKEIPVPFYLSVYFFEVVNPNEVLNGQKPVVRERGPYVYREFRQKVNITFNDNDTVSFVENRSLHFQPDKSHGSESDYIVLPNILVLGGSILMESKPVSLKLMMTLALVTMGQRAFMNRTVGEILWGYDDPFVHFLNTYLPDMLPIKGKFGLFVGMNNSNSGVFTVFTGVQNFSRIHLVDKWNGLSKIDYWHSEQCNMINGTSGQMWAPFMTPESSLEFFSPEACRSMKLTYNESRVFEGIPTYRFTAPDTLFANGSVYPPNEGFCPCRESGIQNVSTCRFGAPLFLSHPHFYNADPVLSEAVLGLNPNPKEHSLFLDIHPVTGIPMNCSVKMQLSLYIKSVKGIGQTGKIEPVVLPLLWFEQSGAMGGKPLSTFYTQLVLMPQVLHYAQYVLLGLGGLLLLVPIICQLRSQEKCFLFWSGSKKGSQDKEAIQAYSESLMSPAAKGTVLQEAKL
The depositor's hits bear a star; · = no result given; & = joins results of further samples. Compounds as they come; overall some 2.1% were active at least once.

SMILES	DAGLB inh	RTF Ca sens inh	NSD2 HMT inh	Keap1 Nrf2 FP	SR-BI DiI-HDL act	Arr AP2 block	PvdQ inh	C-LANA FP	PKA-R2B act	SR-BI HDL uptake
CCOC(=O)C(C)Oc1ccc2c(CC)cc(=O)oc2c1C (configuration not stated)	1	-5	-2	2	-19	27	-7	-0.2	3	19
CC1CCCN(CCOc2ccc3ccccc3c2Br)C1 (configuration not stated)	-8	5	·	0	-14	4	-3	-2.0	-10	14
O=C(O)Cc1c(C(=O)O)nnn1-c1cccc(C(F)(F)F)c1	-3	2	6	4	11	-8	-10	0.5	-10	-11
COc1cccc(CC(Cc2nc3ccccc3[nH]2)c2nc3ccccc3[nH]2)c1 (configuration not stated)	0	-6	-4	-4	0	6	-15	-2.1	4	0
COc1ccc(OC)c(NC(=O)CSc2ncnc3c2cnn3-c2ccccc2Cl)c1	-4	-6	·	-5	-58	3	-6	-0.2	-8	58
O=C1Cc2cccc3cccc1c23	-1	7	0	-2	22	-6	-9	-0.5	-7	-22
Fc1ccc(NC(=S)N2N=CCC2c2ccccc2)cc1 (configuration not stated)	-2	0	-1	-5	-24	1	-16	0.4	-7	24
Cc1ccccc1OCCNC(=O)/C=C/c1ccc([N+](=O)[O-])cc1	-3	-16	0	3	-6	37	-2	-1.8	4	6
CCN(CC(=O)Nc1c(F)cccc1F)C(=O)c1ccc(N2CCCCC2)c([N+](=O)[O-])c1	5	-1	9	-2	-14	-1	-8	0.7	-4	14
CCOC(=O)c1ccc(NC(=O)Nc2cccc(C)n2)cc1	0	-8	-6	-3	-1	7	-6	1.1	1	1
CC(C)NC(=O)COC(=O)c1ccc(S(=O)(=O)N2CCCC2)cc1	1	9	-2	-3	3	12	-8	-0.5	1	-3
CCCNC(=O)CS(=O)Cc1nc(-c2ccccc2C)oc1C (configuration not stated)	-1	-8	·	-4	33	-1	-11	0.3	13	-33
CCCCN1C(=O)/C(=C2/Sc3ccccc3N2C)S/C1=N\c1ncn[nH]1	1	-4	-1	41*	-83	-9	-12	21	-2	83*
COc1ccc(OCC(=O)N2c3ccccc3CC2C)c([N+](=O)[O-])c1 (configuration not stated)	-4	5	-2	-3	-58	-2	-12	-4.1	9	58
O=C(CN(C(=O)c1ccc(Cl)cc1)N1C(=O)C2CCCCC2C1=O)c1ccc(Cl)cc1 (configuration not stated)	-3	0	-1	-1	2	8	-14	0.0	-1	-2

3 structures from above, arranged by molar mass, rising.
SMILES	DAGLB inh	RTF Ca sens inh	NSD2 HMT inh	Keap1 Nrf2 FP	SR-BI DiI-HDL act	Arr AP2 block	PvdQ inh	C-LANA FP	PKA-R2B act	SR-BI HDL uptake
O=C1Cc2cccc3cccc1c23	-1	7	0	-2	22	-6	-9	-0.5	-7	-22
Cc1ccccc1OCCNC(=O)/C=C/c1ccc([N+](=O)[O-])cc1	-3	-16	0	3	-6	37	-2	-1.8	4	6
O=C(CN(C(=O)c1ccc(Cl)cc1)N1C(=O)C2CCCCC2C1=O)c1ccc(Cl)cc1 (configuration not stated)	-3	0	-1	-1	2	8	-14	0.0	-1	-2

Going on with the list:
SMILES	DAGLB inh	RTF Ca sens inh	NSD2 HMT inh	Keap1 Nrf2 FP	SR-BI DiI-HDL act	Arr AP2 block	PvdQ inh	C-LANA FP	PKA-R2B act	SR-BI HDL uptake
CCn1c(SCC(=O)NC2CC2)nnc1-c1ccc(OC)cc1	2	3	3	-5	16	-5	-3	-1.5	1	-16
O=C(Nc1nccs1)c1cccnc1	-6	-3	-1	2	-5	3	-5	-0.3	-6	5
O=C(NCCN1CCOCC1)/C(=C/c1ccc(F)cc1)NC(=O)c1ccccc1	-1	4	-3	-2	·	-2	15	0.0	0	·
O=C(Nc1cnccn1)Nc1ccccc1Cl	1	-5	0	-3	3	2	-13	0.1	1	-3
COc1cc(NC(=S)NCCCN2CCOCC2)c(OC)cc1NC(=O)c1ccco1	0	0	·	0	5	11	-4	2.8	4	-5
Cc1ccc(CC(=O)N2CCN(C(=O)c3ccco3)CC2)cc1	-1	-4	-1	-2	10	2	-1	-1.4	-10	-10
COCCc1nc2ccc(C(=O)N3CCCC(CCCO)C3)cc2o1 (configuration not stated)	0	-19	-2	4	-6	-18	-2	-0.1	-1	6
CC(C1CC1)N(Cc1ccccc1)C(=O)NC(=O)c1ccccc1 (configuration not stated)	2	3	-1	-6	21	14	-14	1.5	-11	-21
CCOc1ncccc1C(=O)NCCc1ccc(S(N)(=O)=O)cc1	0	-15	15	-3	-5	1	-14	-1.7	-2	5
COCc1c(Br)c(C)[nH]c(=O)c1C#N	0	-1	-2	-2	10	28	-3	-2.4	6	-10
CCOC(=O)C1C(c2cccc(Cl)c2Cl)NC(=O)NC1(O)C(F)(F)F (configuration not stated)	0	4	1	-2	-4	18	7	1.2	9	4
COc1cc(NC(=O)c2cc3nc(C)cc(C)n3n2)c(OC)cc1Cl	3	-16	-1	-3	-49	35	-7	-1.3	-8	49
O=S(=O)(c1ccc(F)c(Cl)c1)N1CCCC1	-3	0	0	-2	17	30	6	-0.3	10	-17
CCOC(=O)C1=C(C)N=C2SCCC(=O)N2C1c1ccc(C(=O)OC)cc1 (configuration not stated)	-1	-20	4	2	-6	3	-6	0.0	13	6
Cn1c(N)c(C(=O)COC(=O)COc2ccc(C#N)cc2)c(=O)n(C)c1=O	-1	6	·	5	27	-6	-7	1.0	-6	-27
CC(C)[C@@H](C(=O)N1CCCC1)N1C(=O)N2CCc3c([nH]c4ccccc34)[C@@]2(C)C1=O	0	-9	·	-3	-22	2	-17	-1.5	-1	22
CC1(C(=O)OCC(=O)NC(=O)c2ccccc2)CC1(Cl)Cl (configuration not stated)	3	-1	-2	-5	14	-7	-4	0.8	-11	-14
Cc1ccc(/C=C/c2nc3ccccc3c(=O)[nH]2)cc1	-1	2	·	5	·	5	-1	0.4	-9	·
CCOC(=O)[C@@H]1[C@H]2COc3cc(OC)ccc3[C@H]2N2C(=O)N(c3cccc(Cl)c3)C(=O)[C@@]12C	-10	-9	·	-2	-22	24	7	1.2	8	22
CS(=O)(=O)N(CC(=O)Nc1ccccc1C(=O)NCc1ccco1)c1ccccc1F	1	-10	0	0	3	-1	0	-1.1	-10	-3
Cc1ccc(Nc2nc(OC(C(F)(F)F)C(F)(F)F)nc(N3CCOCC3)n2)cc1	-12	-5	30	-4	-37	17	4	0.6	3	37
Cc1ccc(-c2csc(N3CCN(CCCn4c(-c5ccncc5)nc5ccccc54)CC3)n2)cc1	0	-6	·	-5	-41	5	-10	-1.0	-10	41
O=C(Cc1ccc(Cl)cc1)NCC(=O)N1CCCCCC1	-1	-1	0	4	17	42	1	-0.2	-7	-17
CC1CCCN(S(=O)(=O)c2ccc3[nH]c4c(c3c2)CCCC4)C1 (configuration not stated)	-2	-9	1	1	-14	19	-4	0.1	-6	14
O=C(Nc1ccccn1)c1onc2c1CCCC2	-5	3	23	-1	16	19	8	-0.4	-9	-16
Fc1ccc(CNc2ncccn2)cc1	-1	12	-2	-6	·	0	7	6.8	3	·
N#CC1(NC(=O)COC(=O)Cn2[nH]c(=O)c3ccccc3c2=O)CCCCC1	0	-4	0	-1	6	-7	-8	0.3	6	-6
COc1ccc(CCC(=O)NNC(=O)c2ccccn2)cc1OC	-1	-15	-2	5	5	-21	-11	5.6	-12	-5
CCN(CC)S(=O)(=O)c1ccc(Cl)c(C(=O)NC2CCN(Cc3ccccc3)CC2)c1	-3	1	-4	2	10	4	-6	1.0	7	-10
Cc1ccc(-c2nn3c(C)nnc3s2)cc1NC(=O)c1ccc(-c2cccc(Cl)c2)o1	6	6	1&-2	-8	-73	20	-9	-0.9	-7	73*
O=C(O)c1ncn(Cc2ccc(Br)cc2)c1C(=O)O	2	-5	2	-4	11	6	-8	-2.2	-6	-11
O=c1cc(CSc2nnnn2-c2ccc(O)cc2)nc2sccn12	1	4	-2	3	-9	-5	-12	-0.5	-6	9
CCOc1ccc(N2C(=O)CC(N)C2=O)cc1 (configuration not stated)	-2	-4	0	-4	6	5	-10	-1.1	5	-6
COc1ccc(N2C(=NC(C)=O)SC3CS(=O)(=O)CC32)cc1OC (configuration not stated)	-1	-4	-1	2	17	-2	-11	4.5	-2	-17
O=C(O)CNC(=O)c1nc(-c2ccccc2)n(-c2ccccc2)n1	-1	-17	-3	-1	-1	23	9	-1.4	1	1
COc1ccc(N2CC(C(=O)OCC(=O)c3ccccc3)CC2=O)cc1 (configuration not stated)	-8	2	-1	1	4	18	-11	-0.4	2	-4
COc1ccc(CCNC2CC(=O)N(CCc3ccccc3)C2=O)cc1 (configuration not stated)	-5	6	·	-7	12	2	10	0.1	-11	-12
O=C(NC1CC1)C1=C[C@H](c2c[nH]c3ccccc23)C[C@H](OCCCCO)O1	-1	-6	·	-2	0	4	2	-1.3	-4	0
Cc1ccc(S(=O)(=O)N[C@@H](CC(C)C)C(=O)N2CCC(C(=O)N[C@H](C(=O)O)C(C)C)CC2)cc1	2	-1	·	1	1	-6	-1	-1.5	-9	-1
CC(=O)c1ccc(S(=O)(=O)NCc2cccnc2)cc1	-1	-4	-3	-3	-3	-19	-7	-0.4	3	3
COc1ccc(OCC(=O)OCCN(C)C)cc1	0	-1	1	0	-1	32	11	0.5	-8	1
COc1ccccc1N1CCN(C2CC(=O)N(c3ccccc3)C2=O)CC1 (configuration not stated)	0	-10	-4	-2	10	-4	-6	0.8	-3	-10
COc1ccc(Cl)cc1NC(=O)CC1CCCC1	-4	-18	-3	1	·	14	5	0.9	6	·
CCN(CC)C(=O)c1cccc(-c2ccc(OC)cc2)c1	-3	-2	0	-3	·	-6	-12	0.9	-5	·
Cc1cc(=O)oc(C)c1C(=O)n1nc(C)c2c1C[C@@H]1[C@H]2C1(C)C	0	2	12	0	·	5	-7	-1.7	0	·
Cc1ccc(S(=O)(=O)N2C[C@@H]3[C@H]4CC[C@H](C4)[C@@H]3[C@@H](C)[C@@H]2c2cccn2Cc2ccccc2)cc1	-11	-1	·	-3	9	21	1	0.8	-3	-9
CC(=O)Nc1cccc(NC(=S)Nc2cccc(Cl)c2C)c1	-1	-1	-1	-5	-10	15	0	-1.5	-2	10
O=C(Nc1ccc2ncccc2c1)c1cc(Cl)ccc1Cl	-5	-7	0	-1	-25	4	-12	0.5	-13	25
COc1cccc2c1cc1c(=O)n(CC(=O)N3CCN(c4cccc(C)c4C)CC3)nc(C)n12	-2	-19	-4	1	0	25	-7	-1.0	-13	0
CC(C)c1ccc(C2CC(=O)c3cnc(N4CCc5ccccc5C4)nc3C2)cc1 (configuration not stated)	-3	-9	0	1	3	1	10	1.4	3	-3
O=S(=O)(c1cc(C(F)(F)F)ccc1Cl)N1CCCCCC1	-10	-12	·	3	-6	12	-5	2.5	3	6
CCN(CC)CCN(C(=O)c1ccc(CN2CCCCC2)o1)C(C(=O)NC1CCCCC1)c1ccc(F)cc1 (configuration not stated)	-3	7	-6	1	33	-11	-1	0.0	1	-33

Bioassay records from PubChem BioAssay.
